# KAT2A inh = blocks human GCN5L2 histone acetyltransferase. Q92830. GCN5L2 HAT assay, ThioGlo1 CoA-SH fluorescence. Potency, µM (top dose mostly 58.9 µM), for inactives: at the top dose activity change, negative = inhibition, actives largely listed as inhibitors. 390,000 compounds, 0.21% hits. AID 504327
# Target sequence (Q92830 whole entry, looked up): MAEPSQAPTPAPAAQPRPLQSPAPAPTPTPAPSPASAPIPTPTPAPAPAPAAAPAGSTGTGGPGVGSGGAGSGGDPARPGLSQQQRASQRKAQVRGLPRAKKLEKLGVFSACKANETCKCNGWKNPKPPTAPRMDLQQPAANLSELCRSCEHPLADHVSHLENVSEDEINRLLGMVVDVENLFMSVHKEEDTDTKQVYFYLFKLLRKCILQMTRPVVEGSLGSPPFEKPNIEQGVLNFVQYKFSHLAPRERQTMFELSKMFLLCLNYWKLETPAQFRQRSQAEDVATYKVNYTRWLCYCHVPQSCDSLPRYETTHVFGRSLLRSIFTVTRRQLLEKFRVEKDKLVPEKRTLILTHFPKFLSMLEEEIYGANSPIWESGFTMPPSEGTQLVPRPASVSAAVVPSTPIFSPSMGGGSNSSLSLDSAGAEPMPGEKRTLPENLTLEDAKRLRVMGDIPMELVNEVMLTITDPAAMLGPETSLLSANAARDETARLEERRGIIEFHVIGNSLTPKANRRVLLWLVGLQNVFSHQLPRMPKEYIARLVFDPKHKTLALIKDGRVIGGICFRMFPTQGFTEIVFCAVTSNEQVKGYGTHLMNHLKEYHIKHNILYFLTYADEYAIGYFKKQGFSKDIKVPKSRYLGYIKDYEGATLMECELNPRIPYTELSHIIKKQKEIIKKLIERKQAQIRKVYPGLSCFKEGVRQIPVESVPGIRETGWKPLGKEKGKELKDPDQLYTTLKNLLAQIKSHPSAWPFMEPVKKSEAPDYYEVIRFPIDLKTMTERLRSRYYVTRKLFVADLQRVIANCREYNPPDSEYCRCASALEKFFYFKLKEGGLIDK
#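 Enzyme at 20nM final was mixed with library compounds for 15 min at room temperature. Peptide H3(1-25) at 75uM, acetyl-CoA at 70uM and ThioGlo1 at 50uM were then added. Plates were read immediately and after 20 min (Ex340nm/Em540nm).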
# TDP1 cell CPT = growth inhibition of DT40 Tdp1-/-;hTDP1 cells with camptothecin (screen for TDP1 inhibitors) | Potency, µM (highest dose often 46.2 µM), for the others: at the highest dose activity change, negative = growth inhibition, most hits filed as inhibitors | chicken DT40 Tdp1-/-;hTDP1 cells + 20 nM CPT, ATP luminescence, 48 h | AID 686979 | 420,000 compounds, 12% hits; note: nearly all actives have a fitted effect of over 55% in size
#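 Chicken DT40 Tdp1-/- cells complemented with human TDP1, 400 cells/well, exposed to compounds plus 20 nM camptothecin for at least 48 h at 37 C; viability read as ATP content by CellTiter-Glo luminescence.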
# DT40 TDP1 no CPT = qHTS for Inhibitors of human tyrosyl-DNA phosphodiesterase 1 (TDP1): qHTS in cells in absence of CPT. Potency, µM (top dose mostly 46.2 µM), for inactives: at the highest dose activity change, negative = growth inhibition, hits mostly inhibitors. 420,000 compounds, 15% hits. DT40 Tdp1-/- hTDP1 cells, no CPT, ATP luminescence, 48 h; note: nearly all actives have a fitted effect of over 55% in size
#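 Growth of hTDP1-complemented DT40 Tdp1-knockout cells is measured by ATP luminescence after at least 48 hr compound exposure at 37 °C, with DMSO substituting for the 20 nM CPT used in the parallel screen.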
# Starred values were filed as active, the others as inactive; ? = inconclusive; nt = not tested or not shown; & = joins results of further samples; [ ] = remark or other dose. Calls come from the whole dose curve; as a rule, active = well fitted curve in the direction sought with a large enough effect; inconclusive = small, poorly fitted or top-dose-only effect, or another doubt; inactive = no such curve, though single readings can be large; an effect the other way counts as inactive or inconclusive. % is set by controls: 0 for no effect and ±100 for the full control effect; potency is the fitted concentration of half-maximal effect. An unsorted share of the library (roughly 18% active in at least one column).
SMILES,KAT2A inh,TDP1 cell CPT,DT40 TDP1 no CPT
Cc1ccc(N(C(=O)c2ccc(CN3CCOCC3)o2)C(C(=O)NCCC(C)C)c2cccs2)c(C)c1 (stereo unspecified),-4%,12%,4%
Cc1cc(O)c(C(C)C)cc1N=Cc1ccccc1[N+](=O)[O-],nt,5.2µM*,3.3µM*
Cc1ccc(OCCN2CCN(C)CC2)c([N+](=O)[O-])c1,0%,?,-21%
CCOc1ccccc1Nc1ccc(C(=O)O)cc1NC(C)=O,-7%,-2%,0%
COc1ccc(-n2nnnc2C(c2ccnc3ccccc23)N2CCN(C/C=C/c3ccccc3)CC2)cc1 (stereo unspecified),nt,7.3µM*,4.6µM*
O=C(O)COc1ccc2oc3ccccc3c2c1,-1%,4%,2%
CCOC(=O)C1=C(CN2CCSCC2)NC(=O)NC1c1ccc2c(c1)OCO2 (stereo unspecified),-3%,8%,-17%
CCOC(=O)CSc1nc(C)c2cccc(C)c2n1,-13%,-1%,-11%
O=C(c1ccccc1)N1CCCC(c2ccc(Cl)cc2)=N1,-5%,?,?
O=C(NCCCc1ccccc1)c1ccc(CS(=O)Cc2ccc(Cl)cc2)o1 (stereo unspecified),-2%,3%,?
Cc1nnsc1C(=O)Nc1ccccc1Cl,0%,-6%,0%
c1ccc(-c2csc(-n3cnnn3)n2)cc1,5%,-5%,-26%
Cn1cc(S(=O)(=O)N2CCCC2)cc1C(=O)NCCc1ccccc1,-23%,?,?
CC(C)Cn1c(N)c(C(=O)CCl)c(=O)n(C)c1=O,-3%,?,?
O=C(c1ccc(-c2ccc(Cl)cc2)o1)N1CCN(c2ccc([N+](=O)[O-])cc2Cl)CC1,-5%,5.2µM*,2.6µM*
CN(C)c1ncnc2c1ncn2[C@H]1CN(Cc2cccs2)C[C@@H](CO)O1,nt,-9%,-8%
COc1cc(/C=C2/C(=O)N(c3cccc(Br)c3)N=C2C)cc(OC)c1O,-27%,0%,-27%
CCN(CC)S(=O)(=O)c1ccc(NC(=O)c2c(C)oc3ncnc(N4CCCCC4)c23)cc1,22%,21µM*,15µM*
COc1ccc(CN(CC(=O)NCCc2ccccc2)C(=O)CCC(=O)Nc2cc(C)ccn2)cc1,-2%,-4%,-16%
CN1CCC(N(C)C(=O)c2ccc(Cl)c(S(=O)(=O)N(C)c3ccc(Cl)cc3)c2)CC1,-2%,?,?
c1ccc(-n2ncc3c(NCCCN4CCOCC4)ncnc32)cc1,-9%,-9%,7%
CCc1ccc(NC(=O)CCCn2nc(CC)n3c(cc4occc43)c2=O)cc1,-6%,?,-21%
N#Cc1nc(COc2ccc(-c3ccccc3)cc2)oc1NCCCN1CCOCC1,-3%,23µM*,23µM*
COc1ccc(C(=O)Nc2ccc3oc(Cc4ccc(Cl)cc4)nc3c2)cc1OC,-6%,?,?
O=C(c1ccccc1)N1CCCC(C(=O)N2CCN(c3ccccc3)CC2)C1 (stereo unspecified),0%,?,?

# Some entries already given, showing only DT40 TDP1 no CPT.
Compound	DT40 TDP1 no CPT
Cc1cc(O)c(C(C)C)cc1N=Cc1ccccc1[N+](=O)[O-]	3.3µM*
Cc1ccc(OCCN2CCN(C)CC2)c([N+](=O)[O-])c1	-21%

# Next part.
SMILES,KAT2A inh,TDP1 cell CPT,DT40 TDP1 no CPT
COc1cccc(NC(=O)Cn2c(=O)n(-c3ccc(Cl)cc3)c(=O)c3oc4ccccc4c32)c1,-1%,?,?
CCCN(Cc1ccccc1)C(=S)Nc1ccc(OCC)cc1,0%,?,18µM*
COc1ccc(C2C(C#N)=C(N)OC3=C2C(=O)CC(C)(C)C3)c([N+](=O)[O-])c1OC (stereo unspecified),?,-10%,-19%
O=c1cc(CSc2nnnn2-c2ccccc2)nc2sccn12,-2%,0%,6%
O=C(Nc1ccccc1)OCCNC1CCCCC1,nt,-8%,-2%
COCCn1c(=O)c(C)nc2cnc(Oc3cccc(Cl)c3)nc21,-5%,-27%,-14%
CCc1c(C)nc2cc(-c3ccc(OC)c(OC)c3)nn2c1N1CCCC1,-17%,?,23µM*
CCc1ccc(NC(=O)CSc2nc(N)c(NC(=O)c3ccc(F)c(F)c3)c(=O)[nH]2)cc1,-3%,0%,5%
OC(C#Cc1ccccc1)(c1ccccc1)c1ccccc1,nt,0%,?
CC(=O)Nc1ccc(S(=O)(=O)n2cnc3cc(C)c(C)cc32)cc1,-8%,8.2µM*,18µM*
Cc1cc(C)cc(-n2c(SCC(=O)N3CCOCC3)nc3c([nH]c4ccccc43)c2=O)c1,1%,-25%,-4%
Cc1nn(C(C)C(=O)NCc2ccco2)c(=O)c2nn(-c3ccccc3)c(C)c12 (stereo unspecified),-8%&-6%,-29%&2%,?
O=C(CN1CCCCCC1)Nc1ccc(S(=O)(=O)N2CCCCC2)cc1,-2%,-9%,?
CNC(=O)c1c(NC(=O)Cc2coc3ccc(OC)cc23)sc2c1CCCC2,2%,16µM*,21µM*
O=C(NCc1ccc2c(c1)OCO2)c1c(O)c2cccc3c2n(c1=O)CCC3,3%,-4%,-17%
CC(C)NCC(O)COC1CCC(C(C)(C)C)CC1 (stereo unspecified),-1%,?,?
CCOc1ccc(NC(=O)CC2C(=O)N(CC)C(=S)N2CCN2CCOCC2)cc1 (stereo unspecified),0%,?,?
CCCCCCCCCCOC(=O)NC1CCS(=O)(=O)C1 (stereo unspecified),-4%,?,21µM*
Cc1cccc(C(=O)NCCCN(C)CCCNC(=O)c2cccc(C)c2)c1,1%,2%,-2%
Cc1onc(-c2ccccc2)c1C(=O)N1CCCN2C(=O)c3ccccc3C21 (stereo unspecified),-2%,15%,-4%
Cc1ccc(Nc2nnc(-c3cc4c(ccc5ccccc54)oc3=O)s2)cc1,24%,-13%,-17%
Cc1nn(-c2ccccc2)c(C)c1NC(=O)Cc1cccs1,-6%,1%,-4%
CC(=O)Nc1ccc(S(=O)(=O)N2CCN(c3cc(C)ccc3C)CC2)cc1,-4%,16µM*,?
C[C@@H]1CC[C@]2(O[C@H](CCO)C[C@H](O)[C@H]2O)O1,nt,1%,15%
O=C(Nc1ccc(N2CCOCC2)c(Cl)c1)c1ccco1,-2%,-1%,?

# One compound at a time, from the list above. Order of values: KAT2A inh	TDP1 cell CPT	DT40 TDP1 no CPT
# `COCCn1c(=O)c(C)nc2cnc(Oc3cccc(Cl)c3)nc21` is listed with -5%	-27%	-14%
# `Cc1nn(C(C)C(=O)NCc2ccco2)c(=O)c2nn(-c3ccccc3)c(C)c12` (stereo unspecified) is listed with -8%&-6%	-29%&2%	?
# `COc1ccc(C2C(C#N)=C(N)OC3=C2C(=O)CC(C)(C)C3)c([N+](=O)[O-])c1OC` (stereo unspecified) is listed with ?	-10%	-19%

# Continued:
SMILES,KAT2A inh,TDP1 cell CPT,DT40 TDP1 no CPT
CC(=O)N1CC2(C)CN(C(C)=O)CC(C)(C1)C2,-2%,-2%,-12%
O=C(CSCC(=O)Nc1cccc2ccccc12)Nc1cccc2ccccc12,34%[activator],?,?
N#CCc1c(C#N)c(N)nc(N2CCN(S(=O)(=O)c3ccccc3)CC2)c1C#N,1%,8.2µM*,16µM*
CC(=O)NC(c1cccc(F)c1)c1nc(-c2cccc(C(C)C)c2)cs1 (stereo unspecified),nt,26µM*,21µM*
O=C(NCc1ccccc1)c1ccc(CNS(=O)(=O)c2ccc(Br)cc2)cc1,-4%,-23%,-9%
O=C(CSc1nnc2c3ccccc3c3ccccc3c2n1)Nc1ccccc1F,-3%,?,?
C/C(O)=C(\C#N)c1nc2ccccc2[nH]1,-6%,-5%,?
CCCc1nnc(NC(=O)C(CC)Sc2nnc3c4ccccc4n(C)c3n2)s1 (stereo unspecified),4%,?,?
COC(=O)C1=C(C)N(Cc2ccco2)C(=O)N[C@H]1c1cccc(C(F)(F)F)c1,-6%,?,?
COc1ccc(N(C)S(=O)(=O)c2cccc(C(=O)NCc3ccc4c(c3)OCO4)c2)cc1,-10%,?,?
O=C(O)c1ccc(NC(CSCc2ccc(F)cc2)C(=O)O)c([N+](=O)[O-])c1 (stereo unspecified),-2%,-19%,-12%
CC(=O)N1CCN(c2ccccc2NC(=S)NC(=O)c2cc3ccccc3o2)CC1,-3%,?,?
C#CCOCCOCCOCCNc1nc(N2CCN(C(=O)[C@H]([C@@H](C)CC)n3cc(CCCN=C(N)N)nn3)CC2)nc(N2CCN(C(=O)[C@H](CCCCN)n3cc(CCC(=O)O)nn3)CC2)n1,-2%,3%,-2%
CCOC(=O)CNC(=O)c1sc2nc(C)cc(C)c2c1N,-12%,-1%,-3%
CCCCN(C)C(=O)C1CCN(c2ccc(S(=O)(=O)N3CCOCC3)cc2[N+](=O)[O-])CC1,?,?,?
Cn1cnc(S(=O)(=O)N2CCCCC2c2cc(C(=O)Nc3cccc4c3CCCC4)no2)c1 (stereo unspecified),nt,21µM*,13µM*
Fc1ccc(CNCc2ccc(Br)cc2)cc1,-6%,?,-29%
COc1ccc(C(=O)C2CCN(CC(=O)Nc3cc(C)cc(C)c3)CC2)cc1,-6%,?,?
N#Cc1ccccc1NCC(=O)N1CCN(S(=O)(=O)c2ccccc2)CC1,-3%,-27%,-14%
CC/C(C)=N/NC(=S)NCc1ccco1,-1%,-1%,-15%
CCOC(=O)c1cnn(-c2ccccc2)c1NC(=O)c1cccs1,3%,-9%,0%
COC(=O)c1c(N2C(=O)CCC2=O)sc2c1CCCC2,-9%,-1%,-11%
CCCCNc1cc(C)nc(N2CCOCC2)n1,-2%,11%,-16%
COC(=O)C(NC(=O)CCc1c(C)nc2c(-c3ccccc3)c(C)nn2c1C)C(C)C (stereo unspecified),-4%,?,26µM*
C[C@H](NC(=O)NCc1cccs1)C(=O)O,1%,8%,3%

# A few values from the list.
# Fc1ccc(CNCc2ccc(Br)cc2)cc1 in DT40 TDP1 no CPT has -29%
# CCc1c(C)nc2cc(-c3ccc(OC)c(OC)c3)nn2c1N1CCCC1 in KAT2A inh has -17%
# O=C(NCc1ccc2c(c1)OCO2)c1c(O)c2cccc3c2n(c1=O)CCC3 in KAT2A inh has 3%

# Further records follow:
SMILES,KAT2A inh,TDP1 cell CPT,DT40 TDP1 no CPT
CC(C)NC(=O)c1ccc2nc([C@@H]3O[C@H](CO)[C@H](O)[C@H](O)[C@H]3O)[nH]c2c1,nt,?,-22%
O=C(NNC(=O)c1ccc(Cl)nc1)c1ccc(Br)cc1,3%,11%,-9%
O=C(NCc1ccc(S(=O)(=O)Nc2ccccc2Cl)s1)c1ccccc1,1%,16%,-21%
Cc1ccc(OCC(=O)N(Cc2nnc(-c3ccccc3Cl)o2)C2CC2)cc1C,-2%,?,?
COc1cccc2c1C(=O)/C(=C\c1ccc(N(C)C)cc1)C2,nt,?,11µM*
O=C(NC1CCN(Cc2ccccc2)CC1)c1c(F)cccc1F,0%,-6%,-1%
COc1cccc(CNC(=O)c2ccc3c(c2)N(Cc2ccc(C(F)(F)F)cc2)C(=O)c2ccccc2S3)c1OC,1%,?,?
O=C1c2ccccc2/C(=C\c2ccc(Br)s2)N1c1ccccc1,-6%,?,?
O=C(Nc1nnc(N2CCCC2)s1)Nc1cc(F)ccc1F,-1%,-24%,-22%
CN1CCC2(CC1)C1CN(C)CC=C1C(C#N)=C(N)C2(C#N)C#N (stereo unspecified),-7%&-10%,?,-6%&-24%
CCCC[C@@H]1CN=C(N)N1CCc1cc(C(F)(F)F)cc(C(F)(F)F)c1,-9%,3.7µM*,1.3µM*
c1cc(N2CCCCC2)nc(N2CCCCC2)n1,nt,-27%,?
Cc1cn([C@H]2C[C@H](O)[C@@H](/C=C/C(=O)NCCC(C)C)O2)c(=O)[nH]c1=O,nt,-10%,0%
COCCSc1nnc(NC(=O)C2CC(=O)N(CCc3ccc(F)cc3)C2)s1 (stereo unspecified),-8%,1%,?
Cc1ccc(C)c(NC(=O)c2cc(S(=O)(=O)NCCc3ccccc3)ccc2F)c1,8%,23µM*,?
Cc1ccc(C)c(N2CCN(C(=O)c3cnc4c(-c5ccccc5)c(C)nn4c3C)CC2)c1,-24%,26µM*,?
COC(=O)c1ccccc1NC(=O)CC(=O)Nc1ccccc1C(=O)OC,-18%,-21%,?
O=C(Nc1nc2c(Br)cc(Br)cc2c(=O)s1)c1ccco1,23%,12%,-23%
CC(C)(C)/C(O)=C/c1nc2cc(Cl)ccc2oc1=O,0%,?,?
COc1ccc(NC(=O)Nc2ccc(F)cc2F)c(C)c1,-2%,?,?
O=C(CNC(=O)c1cc(Cl)nc2ccccc12)Nc1ccccc1Br,1%,-14%,?
CC(NC(=O)c1ccco1)c1ccc2c(c1)OCCO2 (stereo unspecified),4%,-7%,-3%

# Screens deposited in PubChem BioAssay by National Center for Advancing Translational Sciences (NCATS).
